From PubChem BioAssay
FUS suppressor = suppressors of FUS proteinopathy in yeast; S. cerevisiae FUS-expressing, growth rescue, OD600, 24 h; Potency, µM (highest dose often 76.6 µM), for the others: top-dose growth rescue (activation), most hits filed as activators; actives 0.24% (n = 390,000); AID 1347120;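 further: potency means the concentration at half of the fitted maximal effect; plate controls were DMSO vehicle for no effect and reference control for full effect; nearly all actives have a fitted effect of over 55% in size; some results filed as inactive show a strong effect at the top dose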
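Compound concentration series was pinned onto galactose-induced FUS-expressing yeast seeded at OD 0.005. Plates sat 24hr at 30C; absorbance at 600 nm gave growth. DMSO served as background control.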
PLK1 PBD inh = PLK1 (human) polo-box domain binding inhibition; P53350; Plk1 PBD binding of FITC phosphopeptide, fluorescence polarization; Potency, µM, for the others: max response, negative = inhibition, most hits filed as inhibitors; actives 2.8% (n = 360,000); AID 720504; further: potency means the concentration at half of the fitted maximal effect; series mostly up to about 57 µM; on the % scale 0 is the no-effect control and ±100 the full control effect; nearly all actives have a fitted effect of over 65% in size
Abeta yeast res = restores growth of yeast expressing A-beta42 peptide; yeast expressing A-beta42, growth rescue, OD600, 48 h; response scale: 0% DMSO, 100% iron-clioquinol control; Potency, µM (top dose mostly 46.1 µM), inactives show at the top dose growth rescue, most hits filed as activators; actives 0.063% (n = 410,000); AID 1347071; further: potency means the concentration at half of the fitted maximal effect; nearly all actives have a fitted effect of over 55% in size
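Growth rescue measured by 600 nm absorbance after 48 h yeast culture at 30 C with compound. Values normalized between DMSO and an equimolar ferric chloride plus clioquinol control.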
PI5P4Ka inh = inhibitors of human PI5P4K alpha; P48426; PI5P4Kalpha enzyme, ADP-Glo luminescence, 60 min; active compounds read low; max response, %; actives 1.2% (n = 330,000); AID 652105; active means max response of -50% or lower; inconclusive means between -30% and -50%; inactive means -30% or higher; further: value at the top dose of about 77 µM; on the % scale 0 is the no-effect control and ±100 the full control effect
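Enzyme plus substrate dispensed, test compounds pinned in, then ATP (5 microM final) added. After 60 min at RT, ADP-Glo reagent 1 for 45 min and reagent 2 for 30 min preceded luminescence imaging.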
EPAC1 agonist = EPAC1 (human) agonism | EPAC1 agonist qHTS, biochemical assay; response scale: 100% = response to 6.5 mM cAMP | Potency, µM (series often up to 154 µM), inactives show top-dose activation, most hits filed as activators | AID 720707 | actives 0.073% (n = 360,000); further: potency means the concentration at half of the fitted maximal effect; nearly all actives have a fitted effect of over 60% in size
Target sequence (O95398 whole entry, looked up): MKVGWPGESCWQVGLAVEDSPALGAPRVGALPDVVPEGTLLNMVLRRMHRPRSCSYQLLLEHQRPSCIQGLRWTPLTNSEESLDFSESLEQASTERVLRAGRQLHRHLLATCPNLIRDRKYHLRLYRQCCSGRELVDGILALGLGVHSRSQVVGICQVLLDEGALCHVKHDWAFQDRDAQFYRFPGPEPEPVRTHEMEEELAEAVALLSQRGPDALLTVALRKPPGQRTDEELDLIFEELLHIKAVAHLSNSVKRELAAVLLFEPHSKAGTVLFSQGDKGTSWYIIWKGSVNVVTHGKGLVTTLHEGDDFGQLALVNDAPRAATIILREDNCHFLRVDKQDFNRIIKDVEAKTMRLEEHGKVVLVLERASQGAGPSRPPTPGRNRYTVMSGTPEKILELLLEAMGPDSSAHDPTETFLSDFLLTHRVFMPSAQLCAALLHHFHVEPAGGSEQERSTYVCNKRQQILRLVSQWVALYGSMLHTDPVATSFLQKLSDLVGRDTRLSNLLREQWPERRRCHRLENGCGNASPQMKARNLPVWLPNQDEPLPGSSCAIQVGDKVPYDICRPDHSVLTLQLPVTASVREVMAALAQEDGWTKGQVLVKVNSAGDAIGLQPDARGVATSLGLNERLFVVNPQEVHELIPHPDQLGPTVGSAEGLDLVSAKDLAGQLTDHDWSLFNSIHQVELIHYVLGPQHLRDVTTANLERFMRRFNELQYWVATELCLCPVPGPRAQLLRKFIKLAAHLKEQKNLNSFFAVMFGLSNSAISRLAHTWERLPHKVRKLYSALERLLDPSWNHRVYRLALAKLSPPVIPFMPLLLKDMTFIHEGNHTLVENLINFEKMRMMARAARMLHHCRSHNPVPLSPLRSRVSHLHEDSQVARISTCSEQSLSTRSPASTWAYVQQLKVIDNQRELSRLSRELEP
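Read-out is the fluorescence drop as BODIPY-GDP leaves Rap1B (480 nm excitation, 540 nm emission), recorded every 5 minutes over 30 minutes. Reactions held 100 nM EPAC1, 250 nM Rap1B–BODIPY-GDP and 50 uM GDP, with 6.5 mM cAMP setting full activation.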
EPAC1 antagonist = EPAC1 (human) antagonism; AID 720709; O95398; actives 0.14% (n = 360,000); EPAC1 GEF assay, Rap1b-BODIPY-GDP exchange fluorescence; Potency, µM (titrated, usually from 115 µM), for inactives: top-dose activity change, negative = inhibition, actives largely listed as inhibitors;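 further: potency means the concentration at half of the fitted maximal effect; plate controls were vehicle for no effect and positive control for full effect; nearly all actives have a fitted effect of over 50% in size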
WRN inhibitor = WRN helicase (human) inhibition | actives 0.46% (n = 360,000) | Potency, µM (highest dose often 114 µM), for the others: at the highest dose activity change, negative = inhibition, most hits filed as inhibitors | WRN helicase unwinding, fluorescent forked duplex, kinetic | AID 651768 | Q14191; further: potency means the concentration at half of the fitted maximal effect; on the % scale 0 is the no-effect control and ±100 the full control effect; nearly all actives have a fitted effect of over 55% in size
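WRN at 20 nM final was preincubated with compound for 15 min at room temperature; reaction started with 100 nM forked duplex oligonucleotide carrying fluorophore and quencher plus 2 mM ATP (final). Unwinding followed kinetically by red fluorescence (ex 525/em 598 nm).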
IL2 activator = activators of IL-2; IL-2 activation reporter assay, cell-based qHTS; stimulated with anti-CD3/CD4/CD28 beads; in transgenic mouse T cells; actives 0.065% (n = 360,000); activation, % (series mostly up to about 46 µM); in the data active means activation above about 50%; inconclusive means mostly about 30% to 49%; further: 0% is about no effect
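Readout: EGFP and DsRed signals by fluorescent plate cytometry. Unstimulated transgenic mouse T cells received compound 60 min before antibody-bead stimulation, then incubated 18 h at 37 degrees C.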
An asterisk follows results filed as active; ? = inconclusive; · = no result given; [ ] = another dose, or the depositor's remark. Unless noted, the call rests on the fitted dose curve; in most records, active means well fitted curve in the direction sought with a large enough effect; inconclusive means small, poorly fitted or top-dose-only effect, or another doubt; inactive means no such curve, though single readings can be large; an effect the other way counts as inactive or inconclusive. Rows were taken by chance. About 4.1% of those tested had a hit in this group.

structure,WRN inhibitor,PLK1 PBD inh,Abeta yeast res,IL2 activator,FUS suppressor,PI5P4Ka inh,EPAC1 agonist,EPAC1 antagonist
Cc1cc(C)nc(N2CCC(C(=O)NNC(=O)Cc3ccccc3)CC2)n1,6%,-2%,-6%,-3.1,-27%,-3,-13%,-11%
O=C(N/N=C/c1ccncc1)c1cc2c(ccc3ccccc32)o1,-7%,-4%,8%,0.2,6%,-2,3%,0%
Cc1ccc(NS(=O)(=O)c2cccc(C(=O)OCC(=O)NCc3ccco3)c2)cc1,-1%[11.6 µM],-9%,4%,0.1,29%,?,-9%,8%
COc1ccc(-c2[nH]ncc2CN2CCN(C(=O)c3ccco3)CC2)cc1F,-11%,-15%,5%,-2.1,1%,-2,-4%,-6%
CN(C)S(=O)(=O)c1cccc(NC(=O)COC(=O)c2ccc3ccccc3n2)c1,-5%,10%,4%,-0.4,23%,5,9%,-11%
CC1=CC(=O)N(c2ccn(C)n2)C1=O,2%,-11%,-43%[inhibitor],2.1,-15%,0,-1%,10%
O=c1oc2ccccc2c2c1cnc1ccccc12,-15%,-1%,16%,0.4,-8%,-3,-21%,0%
Cc1snc(S(=O)(=O)Cc2ccccc2Cl)c1C#N,6%,1%,23%,-0.2,-1%,6,0%,-4%
O=C(CCCC(=O)Nc1cccnc1)Nc1cccnc1,7%,3%,27%,-0.6,-14%,-9,0%,9%
O=C(CC1SC(=Nc2ccccc2)N(CCO)C1=O)Nc1ccccc1 (stereo unspecified),0%,-7%,-4%,-0.3,12%,-1,6%,-6%
O=C(CSc1nnc(NC(=O)c2ccccc2F)s1)NC1CCCC1,-1%,2%,9%,0.8,16%,-2,0%,14%
Cc1nc2c(=O)[nH]c3ccccc3c2o1,-14%,-8%,-4%,-0.6,13%,-1,7%,-8%
Cn1c(=O)c2c(nc(CN3CCC(Cc4ccccc4)CC3)n2CCN2CCOCC2)n(C)c1=O,11%,-4%,-11%,-1.2,21%,·,0%,19%
CCC(C(=O)NC(C)(C)C)n1c(-c2ccc(C)cc2)nc2ccccc21 (stereo unspecified),2%,-13%,-3%,-0.1,1%,-7,-3%,-14%
CC(C)(CC(=O)O)CC(=O)Nc1ccc(Cl)c(Cl)c1,-27%,-6%,13%,-0.8,5%,-2,0%,-14%
Cc1cccc(N2C(=O)CC(N3CCN(C(=O)c4ccccc4)CC3)C2=O)c1 (stereo unspecified),-24%,0%,-20%,-0.5,-5%,·,0%,-7%
COc1ccc(CNC(=O)Cn2cnc3c(=O)n(C)c(=O)n(C)c32)cc1,-1%,-4%,11%,2.2,15%,·,0%,0%
O=C(Nc1ccccc1)OCN1C(=O)c2ccccc2C1=O,1%,2%,16%,0.0,·,-2,6%,2%
Cc1cccc(C(=O)NCCC(=O)Nc2ccc(C#N)cc2)c1,11%,-14%,3%,0.3,-9%,0,6%,-12%
Clc1ccccc1CNc1nc2ccccc2n2cnnc12,-2%,4%,-9%,30,-5%,1,5%,4%
O=C(COC(=O)c1cnccn1)Nc1cccc2ccccc12,10%,-9%,0%,-1.9,13%,-12,-3%,-16%
CN(C)C(CNC(=O)c1ccccc1C(F)(F)F)c1ccco1 (stereo unspecified),-29%,-10%,-12%,1.8,18%,-12,-1%,-15%
CC1CCC2(CC1)SCC(=O)N2c1ccccc1 (stereo unspecified),2%,-7%,6%,0.9,6%,-5,-1%,4%
OCCn1nc2c3ccccc3nc-2n(-c2ccccc2)c1=S,-3%,?,6%,0.3,-8%,-15,-10%,-3%
COc1ccc(C(CCN)Cc2ccccc2)cc1 (stereo unspecified),18%,-13%,-8%,-4.0,10%,1,-2%,-26%
CCOc1ccc(C2=NNC(c3cccs3)=Nc3ccc(OC)cc32)cc1,-11%,-18%,-10%,-1.8,18µM*,-2,11%,-4%
Cc1cc(C)c2[nH]c(=O)c(C(c3nnnn3CC3CCCO3)N3CCC(C)CC3)cc2c1 (stereo unspecified),-3%,-16%,11%,1.0,38%,·,3%,1%
CC(C)C[C@H](NC(=O)c1nc[nH]c1C(=O)N[C@@H](CCCCNC(=O)OC(C)(C)C)C(=O)OC(C)(C)C)C(=O)OC(C)(C)C,-34%,-9%,9%,-4.4,?,5,-44%[inhibitor],?
O=C(NCCCCc1ccccc1)NC[C@@H]1CC[C@@H](Cc2ccc(-c3ccccc3)cc2)O1,-3%,-6%,-11%,-0.8,28%,23,5%,-8%
O=C(N/N=C\c1ccc(OC(=O)c2ccco2)cc1)c1ccc(Cl)cc1,-6%,4%,5%,0.5,6%,4,8%,-6%
O=C(O)c1ccc(C(=O)c2cc([N+](=O)[O-])cc([N+](=O)[O-])c2)cc1,3%,2%,?,0.0,-15%,?,6%,7%
Fc1ccc(Sc2nc(-c3ccccc3)nnc2C(F)(F)F)cc1,-16%,-24%,-19%,1.5,-26%,20,-3%,-9%
CCCCCn1c(=O)[nH]c2cc(C(=O)NCCCN(C)Cc3ccccc3)ccc2c1=O,1%,-14%,4%,0.1,-8%,-2,7%,-20%
CC(C)(C)[C@H]1COC(=O)[C@@H](Cc2ccc(F)cc2)CC/C=C/C[C@@H](CC(=O)N[C@H](CO)Cc2ccccc2)C(=O)N1,5%,-2%,1%,-0.4,16%,-9,-9%,-29%
CC(=O)Nc1cc(-c2cccc(C(=O)N(C)C)c2)cn2c(-c3cccc(C(F)(F)F)c3)cnc12,0%,-23%,0%,-0.8,?,-14,-19%,-7%
Cc1cc(NC(=O)c2ccc(-c3ccccc3F)o2)no1,-5%,-11%,-3%,-1.9,16%,-5,0%,-10%
CCOC(=O)c1nnn(CC(=O)NC(=O)Nc2ccccc2)c1C(=O)OCC,-4%,-5%,-11%,0.1,11%,-3,7%,-30%
COc1ccc(CCC(=O)Nc2ccccc2C(F)(F)F)cc1,1%,-5%,-3%,-3.3,-10%,1,2%,-14%
Cc1ccc(NS(=O)(=O)c2cn(C)c(=O)n(C)c2=O)c(C)c1,2%,-3%,-3%,-2.4,-16%,5,-5%,17%
Cc1c(NC(=O)c2nn3c(C(F)(F)F)cc(-c4ccccc4)nc3c2Br)c(=O)n(-c2ccccc2)n1C,-16%,-2%,-3%,0.9,·,-9,-8%,?
O=C(COc1ccccc1)N1CCNC1=O,-2%,-5%,-11%,1.2,14%,·,1%,19%
N#C/C(=C\c1ccc([N+](=O)[O-])cc1)c1ccccn1,10%,-9%,-18%,-2.8,-27%,-19,-1%,1%
COc1ccc(C2=NOC(COc3ccc([N+](=O)[O-])cc3)C2)cc1 (stereo unspecified),5%,-16%,-18%,0.8,-16%,3,6%,-14%
COc1ccc(C(CNC(=O)c2ccc(OCc3csc(C)n3)cc2)N2CCCC2)cc1 (stereo unspecified),6%,3%,-4%,-1.1,-2%,2,4%,-12%
CC(C)C[C@H]1CN=C(Nc2ccccc2)N1CCCCc1ccccc1,2%,2%,-3%,-2.0,14%,-5,-19%,2%
Fc1ccc(CNc2ccccn2)cc1,3%,2%,-5%,-0.7,-24%,-7,-1%,8%
CC(C)CC1OC(C(C)C)Cc2[nH]c(=S)[nH]c(=O)c21 (stereo unspecified),2%,-11%,1%,-0.5,0%,-11,-13%,-15%
O=C(Nc1cc(C(F)(F)F)ccc1N1CCOCC1)c1n[nH]c(=O)c2ccccc12,8%,-8%,-1%,-1.7,17%,6,-1%,-10%
O=C(NN=C1CCCC1)c1ccc(Br)cc1,-25%,-15%,-6%,2.9,-7%,-2,-8%,-26%
Cc1ccc2cccc(O)c2[n+]1[O-],-5%,-11%,-19%,0.3,33%,·,8%,9%
Cc1nc2ccc(Cl)cn2c1[N+](=O)[O-],-1%,-4%,10%,0.9,-32%,11,6%,13%
CN1CCN(C(=S)c2ccc(-c3cccc([N+](=O)[O-])c3)o2)CC1,3%,-22%,-1%,5.3,1%,-1,5%,1%
CCOC(=O)C1CCN(CCC(=O)Nc2ccc(C)cc2)CC1,-17%,4%,-10%,-0.4,3%,-2,-12%,-4%
CC(C)(C)c1ccc(OCC(=O)NCC(c2cccs2)N2CCOCC2)cc1 (stereo unspecified),-5%,4%,2%,0.4,20%,7,-1%,-9%

Of the compounds above, these contain a furan ring, fused or not.
structure,WRN inhibitor,PLK1 PBD inh,Abeta yeast res,IL2 activator,FUS suppressor,PI5P4Ka inh,EPAC1 agonist,EPAC1 antagonist
O=C(N/N=C/c1ccncc1)c1cc2c(ccc3ccccc32)o1,-7%,-4%,8%,0.2,6%,-2,3%,0%
Cc1ccc(NS(=O)(=O)c2cccc(C(=O)OCC(=O)NCc3ccco3)c2)cc1,-1%[11.6 µM],-9%,4%,0.1,29%,?,-9%,8%
COc1ccc(-c2[nH]ncc2CN2CCN(C(=O)c3ccco3)CC2)cc1F,-11%,-15%,5%,-2.1,1%,-2,-4%,-6%
CN(C)C(CNC(=O)c1ccccc1C(F)(F)F)c1ccco1 (stereo unspecified),-29%,-10%,-12%,1.8,18%,-12,-1%,-15%
O=C(N/N=C\c1ccc(OC(=O)c2ccco2)cc1)c1ccc(Cl)cc1,-6%,4%,5%,0.5,6%,4,8%,-6%
Cc1cc(NC(=O)c2ccc(-c3ccccc3F)o2)no1,-5%,-11%,-3%,-1.9,16%,-5,0%,-10%
CN1CCN(C(=S)c2ccc(-c3cccc([N+](=O)[O-])c3)o2)CC1,3%,-22%,-1%,5.3,1%,-1,5%,1%
